Screens (PubChem BioAssay)
Rin1-Abl PPI inh – inhibitors of Rin1-Abl protein binding, primary screen, biochemical, TR-FRET; Tyrosine-protein kinase ABL1 (Homo sapiens) + Ras and Rab interactor 1 (Homo sapiens), …; inhibition, % at 7.35 µM; 360,000 tested, 0.4% active; AID 588664, 2011; in the data active = inhibition above about 5%, passing the limit was not always enough
MT1-MMP act inh – blockers of MT1-MMP proenzyme processing, primary screen, HT1080 RFP-PRO-GFP cells, GFP/RFP fluorescence; Matrix metalloproteinase-14 (Homo sapiens), P50281; GFP/RFP ratio fluorescence, overnight; percent of plate control window, DMSO zero; GFP/RFP ratio change, % at 20 µM; 360,000 tested, 0.061% active;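 active = GFP/RFP ratio change of at least 30% with cell ATP level not reduced by more than half and red fluorescence within 50% of control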; note: strong numbers were not always called active
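Assay system: RFP-PRO-GFP reporter HT1080 cells; read-out basis: GFP/RFP fluorescence ratio; benchmarks: DMSO wells and RFP-L50D-GFP cells; doses: 20 µM single dose, 1% DMSO; schedule: overnight cell settling, then overnight compound exposure, 37 °C, 5% CO2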
NRP1-CendR mod – modulators of CendR peptide binding to NRP-1, primary screen, biochemical, fluorescence polarization, uHTS | Neuropilin-1 (Homo sapiens), O14786 | FAM-RPARPAR peptide binding to NRP-1 | inhibition, % at 25 µM | 360,000 tested, 0.85% active | AID 602438, 2012;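 active = inhibition or corrected inhibition above about 18%, plus a signal ratio from 0.5 to 1.5, limit read from the data, passing the limit was not always enough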; note: strong numbers were not always called active
Target sequence (O14786 whole entry, looked up): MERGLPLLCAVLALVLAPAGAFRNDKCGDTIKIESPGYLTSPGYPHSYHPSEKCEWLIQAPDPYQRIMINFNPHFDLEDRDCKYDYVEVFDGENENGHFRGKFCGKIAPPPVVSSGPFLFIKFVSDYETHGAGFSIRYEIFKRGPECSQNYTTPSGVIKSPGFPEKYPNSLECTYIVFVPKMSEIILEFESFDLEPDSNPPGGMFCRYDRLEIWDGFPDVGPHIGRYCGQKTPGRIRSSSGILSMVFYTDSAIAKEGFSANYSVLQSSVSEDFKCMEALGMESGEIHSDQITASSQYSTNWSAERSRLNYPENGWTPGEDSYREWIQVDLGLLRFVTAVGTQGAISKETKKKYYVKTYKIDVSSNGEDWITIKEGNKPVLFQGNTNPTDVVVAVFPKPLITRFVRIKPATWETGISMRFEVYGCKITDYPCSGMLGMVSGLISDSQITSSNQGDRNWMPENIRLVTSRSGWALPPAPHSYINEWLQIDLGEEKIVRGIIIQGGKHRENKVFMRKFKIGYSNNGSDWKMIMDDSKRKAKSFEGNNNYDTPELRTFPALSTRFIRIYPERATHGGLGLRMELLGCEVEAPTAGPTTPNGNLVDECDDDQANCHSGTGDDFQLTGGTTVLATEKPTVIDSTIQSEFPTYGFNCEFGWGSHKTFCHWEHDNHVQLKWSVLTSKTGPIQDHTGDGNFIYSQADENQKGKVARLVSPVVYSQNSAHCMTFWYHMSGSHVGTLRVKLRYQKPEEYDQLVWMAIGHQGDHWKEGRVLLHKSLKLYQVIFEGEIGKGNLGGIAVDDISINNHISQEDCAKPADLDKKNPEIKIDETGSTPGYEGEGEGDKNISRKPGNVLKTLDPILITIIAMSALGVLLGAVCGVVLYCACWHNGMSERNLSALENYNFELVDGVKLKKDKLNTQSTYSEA
PABP1 MLLE inh – inhibitors of PABP1 MLLE–PAM2 peptide binding, primary screen, biochemical, fluorescence polarization, FITC-PAM2, GST-MLLE. Polyadenylate-binding protein 1 (Homo sapiens), P11940. inhibition, % at 20 µM. 360,000 tested, 0.36% active; in the data active = inhibition above about 35%, passing the limit was not always enough;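 note: plate controls were DMSO wells with GST-MLLE for no effect and wells lacking GST-MLLE protein for full effect; some results filed as inactive read as strong as hits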
Neddylation inh – inhibitors of cullin neddylation, primary screen, biochemical, TR-FRET, uHTS, NAE and Ubc12; 360,000 tested, 0.58% active; calls only at 25 µM; NEDD8-conjugating enzyme Ubc12 (Homo sapiens) + NEDD8-activating enzyme E1 regulatory …; AID 651699, 2012; in the data active = inhibition above about 36%
SKN-1 block – suppressors of acrylamide-induced Pgst-4::GFP reporter in worms, primary screen, SKN-1 inhibitor project, whole organism, uHTS, GFP/RFP fluorescence ratio, strain VP596 | C. elegans VP596 Pgst-4::GFP/RFP ratio, 24 h | inhibition, % at 21.8 µM | 360,000 tested, 0.49% active | AID 624304, 2012;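 active = interference check ratio from 0.5 to 1.5 plus GFP to RFP signal ratio inhibition reaching or exceeding a fixed threshold, cut at about 30% in these data, passing the limit was not always enough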; note: some compounds called inactive have numbers as strong as hits
MsrA act – bovine MsrA enzyme activators, primary screen, biochemical, absorbance, HTS | Methionine sulfoxide reductase A (Bos taurus) | purified bovine MsrA, absorbance read-out | activation, % at 10.6 µM | 360,000 tested, 0.3% active; in the data active = activation above about 7.5%;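 note: 0% = vehicle and 100% = reference activator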
FAS-TE inh – FAS thioesterase domain inhibitors, primary screen, biochemical, fluorescence intensity, uHTS; Fatty acid synthase (Homo sapiens), P49327; recombinant FAS-TE, OMFH fluorogenic substrate, fluorescence endpoint; inhibition, % at 15 µM; 360,000 tested, 0.67% active;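 active = compounds whose normalised, plate-corrected inhibition of enzyme fluorescence in the single-dose primary screen is 50% or more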;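 note: 0% = DMSO with enzyme and 100% = substrate without enzyme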
eLon inh – inhibitors of E. coli Lon protease, primary screen, biochemical, fluorescence polarization. P0A9M0. purified E. coli Lon protease. inhibition, % at 7.94 µM. 360,000 tested, 0.42% active. AID 602123, 2011; in the data active = inhibition above about 13%, passing the limit was not always enough;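 note: 0% = enzyme with probe and DMSO and 100% = no enzyme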
Active calls of the source: *; i = inactive; · = no result given.

No.	SMILES	Rin1-Abl PPI inh	MT1-MMP act inh	NRP1-CendR mod	PABP1 MLLE inh	Neddylation inh
1	COc1ccc(C(=O)N2CCOC23CCN(c2ncccn2)CC3)cc1	-1	-3	22	4	i
2	O=C1C(=O)N(CCN2CCOCC2)C(c2ccccn2)/C1=C(/O)c1ccccc1 (stereo not drawn)	0	-1	-4	9	i
3	c1ccc2c(c1)nc1n2CCS1	-3	6	5	-6	i
4	CC(C)N(C(=O)c1ccc(-c2ccccc2F)cc1)C(C)C	0	-1	-5	9	i
5	Cc1cccc(-n2[nH]c3c4c(ccc3c2=O)C(=O)c2ccccc2C4=O)c1	-1	6	-3	1	i
6	CNc1nc2c(c(=O)[nH]c(=O)n2C)n1CCCc1ccccc1	-1	7	3	-4	i
7	CC(C)CC(NC(=O)c1ccc(Cl)cc1)C(=O)O (stereo not drawn)	4	-1	3	1	i
8	O=C(NCC(=O)N(Cc1ccco1)C(C(=O)NC1CCCCC1)c1cccnc1)c1cccs1 (stereo not drawn)	-4	-9	7	-14	i
9	CCn1c2ccc(F)cc2c2nnc(SCCN3CCOCC3)nc21	-5	1	18	23	i
10	COc1ccccc1NC(=O)C(C)Sc1nc2ccccc2c(=O)n1CC1CCCO1 (stereo not drawn)	-1	2	-12	-9	i

No.	SKN-1 block	MsrA act	FAS-TE inh	eLon inh
1	-3	-13	-3	2
2	2	-4	-10	-5
3	-1	3	0	10
4	6	-3	19	-8
5	7	0	7	-5
6	-6	1	-6	2
7	-14	-8	-9	-10
8	18	-2	-1	-4
9	7	0	0	-15
10	3	-3	14	-4

The closing six entries of the section before come first, to join the parts:
No.	SMILES	Rin1-Abl PPI inh	MT1-MMP act inh	NRP1-CendR mod	PABP1 MLLE inh	Neddylation inh
5	Cc1cccc(-n2[nH]c3c4c(ccc3c2=O)C(=O)c2ccccc2C4=O)c1	-1	6	-3	1	i
6	CNc1nc2c(c(=O)[nH]c(=O)n2C)n1CCCc1ccccc1	-1	7	3	-4	i
7	CC(C)CC(NC(=O)c1ccc(Cl)cc1)C(=O)O (stereo not drawn)	4	-1	3	1	i
8	O=C(NCC(=O)N(Cc1ccco1)C(C(=O)NC1CCCCC1)c1cccnc1)c1cccs1 (stereo not drawn)	-4	-9	7	-14	i
9	CCn1c2ccc(F)cc2c2nnc(SCCN3CCOCC3)nc21	-5	1	18	23	i
10	COc1ccccc1NC(=O)C(C)Sc1nc2ccccc2c(=O)n1CC1CCCO1 (stereo not drawn)	-1	2	-12	-9	i
11	CC(=O)c1cccc(NC(=S)N2CCN(S(=O)(=O)c3ccccc3)CC2)c1	0	0	10	-47	i
12	O=C1c2ccccc2C(c2nnnn2Cc2ccccc2)N1CCCN1CCOCC1 (stereo not drawn)	·	13	-2	·	i
13	CCC1=NN2C(=N)/C(=C\c3ccc(OCCOc4ccccc4OC)cc3)C(=O)N=C2S1	0	1	-21	4	i
14	O=C(COC(=O)CCCC1=NS(=O)(=O)c2ccccc2N1)Nc1ccccc1	1	1	11	-12	i
15	COc1ccc(CCNC(=O)C(=O)N2CCCCC2)cc1OC	-5	-1	13	6	i
16	CCOP(=O)(OCC)C(NC(=O)Nc1ccc(Cl)cc1)C(=O)N(CC)CC (stereo not drawn)	3	0	-12	5	i
17	CC12CCC(=O)C=C1CCC1C3CC(O)C(O)(C(=O)CO)C3(C)CC(O)C12F (stereo not drawn)	2	-1	9	12	i
18	COc1ccccc1N1CCN(C/C(O)=C(\C#N)c2nc(-c3ccccc3)cs2)CC1	-1	7	-4	-10	i
19	CC(C)CC1CC(=O)OC1(C)C(=O)CSc1nc2ccccc2s1 (stereo not drawn)	1	1	9	16	i
20	CCOc1cc(C)cc2oc(=O)cc(-c3ccccc3)c12	0	-6	3	3	i

No.	SKN-1 block	MsrA act	FAS-TE inh	eLon inh
5	7	0	7	-5
6	-6	1	-6	2
7	-14	-8	-9	-10
8	18	-2	-1	-4
9	7	0	0	-15
10	3	-3	14	-4
11	10	-1	5	-13
12	24	-2	-9	-6
13	-4	-4	0	-9
14	7	-2	-3	6
15	12	-4	-4	8
16	1	-1	-9	-9
17	2	0	-5	-17
18	-4	-5	-3	-3
19	5	-4	6	-12
20	28	-1	29	9

The list continues:
No.	SMILES	Rin1-Abl PPI inh	MT1-MMP act inh	NRP1-CendR mod	PABP1 MLLE inh	Neddylation inh
21	c1ccc(CSc2nnnn2-c2cccc3ccccc23)nc1	4	-4	-6	-11	i
22	COc1ccccc1Cc1c(-c2ccco2)nc2ccc(Br)cn12	-7	-8	-56	-21	i
23	CCN(CC)C(=O)COc1ccc2c(c1)C(=O)CC(C)(C)O2	3	0	5	1	·
24	Cn1c(CN2CCCC2)nc2cc(NC(=O)Nc3ccccc3)ccc21	0	8	-11	-5	i
25	CCCCCCCCc1nc(SC(C)C(=O)O)n[nH]1 (stereo not drawn)	6	-4	0	-4	i
26	COc1ccc(CCNC(=O)c2c(C)noc2C)cc1	4	3	-4	-6	i
27	O=[N+]([O-])c1cccc(S(=O)(=O)N2CCc3ccccc3C2)c1	1	4	9	0	i
28	O=C(NC(=S)Nc1cccc(F)c1)c1cccc([N+](=O)[O-])c1	-1	-1	1	37	i
29	Cc1ccc(C(=O)NCCc2c[nH]c3ccccc23)s1	2	-1	-8	-32	i
30	CCOc1ccccc1NC(=O)/C(C#N)=C/c1c(C)nn(-c2ccc(F)cc2)c1Cl	0	0	2	4	i

No.	SKN-1 block	MsrA act	FAS-TE inh	eLon inh
21	18	-3	4	-6
22	-10	-15	-2	-11
23	0	-4	-5	-1
24	8	-3	-5	1
25	8	-2	-2	-5
26	6	-4	-7	-15
27	-5	-6	-1	13
28	12	-1	15	-8
29	-30	-10	-2	5
30	3	-7	0	5

Following part
No.	SMILES	Rin1-Abl PPI inh	MT1-MMP act inh	NRP1-CendR mod	PABP1 MLLE inh	Neddylation inh
31	c1ccc2sc(N3CCN(Cc4nnnn4CC4CCCO4)CC3)nc2c1 (stereo not drawn)	-3	-4	6	0	i
32	O=C(Cn1cc(C(F)(F)F)ccc1=O)Nc1ccccc1	-3	-1	0	1	i
33	CC(CNC(=O)CN1C(=O)NC2(CCOc3ccccc32)C1=O)c1ccccc1 (stereo not drawn)	-3	-1	4	-11	i
34	COC(=O)c1ccccc1NS(=O)(=O)c1ccc2[nH]c(=O)[nH]c2c1	3	-4	0	4	i
35	COC(=O)N1CC(c2ccccc2)CC1=O (stereo not drawn)	0	-1	-8	6	i
36	Cc1ccc(/C=N/NC(=O)Cc2ccc(Cl)cc2)c(O)c1	-2	-1	6	-13	i
37	CCc1ccc(NC(=O)CSc2nnc(-c3cnccn3)n2C)cc1	-3	-4	-6	2	i
38	COc1cc(C2C(C(C)=O)=C(O)C(=O)N2CCN2CCOCC2)ccc1O (stereo not drawn)	-2	2	-13	14	i
39	COc1ccc(CNC(=O)CN2C(=O)CCSc3ccc(S(=O)(=O)N4CCCC4)cc32)cc1	4	-1	-7	2	i
40	COc1ccc(CN(C(=O)c2cccs2)c2ccccc2)cc1	3	-3	1	13	i

No.	SKN-1 block	MsrA act	FAS-TE inh	eLon inh
31	-11	-2	14	-3
32	-7	-7	-6	2
33	5	-3	-6	-12
34	-1	-5	-12	7
35	10	-2	-3	6
36	-2	-3	10	-2
37	19	-1	-1	0
38	-33	-5	-5	-8
39	-15	-3	-5	-12
40	-10	-2	19	5

(more compounds)
No.	SMILES	Rin1-Abl PPI inh	MT1-MMP act inh	NRP1-CendR mod	PABP1 MLLE inh	Neddylation inh
41	O=C(CSc1nncn1-c1cccnc1)Nc1cccc(C(F)(F)F)c1	3	2	0	-2	i
42	O=C(/C=C/c1ccccc1[N+](=O)[O-])NNC(=O)c1ccncc1	4	-4	8	4	i
43	CCCCCCn1c(=O)n2n(c1=O)C[C@]1(OC(=O)NCc3ccccc3F)CN(S(=O)(=O)c3ccc(C)cc3)C[C@]1(O)C2	-2	0	-7	16	i
44	COC(=O)CN1C(=O)C2(C(C#N)=C(N)Oc3n[nH]c(-c4cccs4)c32)c2ccccc21 (stereo not drawn)	3	1	-6	11	i
45	O=C1CCCN1CCCNS(=O)(=O)c1ccc(Cl)c(C(=O)N2CCOCC2)c1	-4	5	2	-6	i
46	CC(=O)Nc1nc(-c2ccc(-c3ccccc3)cc2)cs1	-1	4	21*	0	i
47	Cc1c(C(=O)N2CCOCC2)c(S(=O)(=O)Nc2cccc(Br)c2)c(C)n1C	2	-4	10	6	i
48	Cc1nn(-c2ccccc2)c2[nH]c(=O)cc(C(F)F)c12	2	2	-4	-2	i
49	COc1ccc([C@@H](OC)[C@@]2(Cc3ccc(O)cc3)N=C(N)N(C)C2=O)cc1	-1	1	-1	12	i
50	CCC(C)(C)NC(=O)C(c1cccc(OC)c1OC)N(CCC(C)C)C(=O)CCC(=O)Nc1cc(C)on1 (stereo not drawn)	4	-6	0	-5	i
51	Cc1csc(SCC(=O)Nc2cc(C(N)=O)cc(C(N)=O)c2)n1	2	-1	12	-6	i
52	CCCCNC(=O)CCC(=O)Nc1ccc2nc(N3CCN(C)CC3)cc(C)c2c1	-2	1	-2	4	i

No.	SKN-1 block	MsrA act	FAS-TE inh	eLon inh
41	0	0	-7	2
42	11	-10	-2	-3
43	6	2	16	-11
44	-2	-12	-4	0
45	2	-1	-4	-1
46	20	-2	-2	-3
47	-10	-2	-2	7
48	-1	-3	-7	1
49	5	1	-9	-6
50	14	-6	11	1
51	7	-2	-8	1
52	-11	-4	-5	-11
